From PubChem BioAssay
ARNT-TACC3 inh: ARNT/TACC3 interaction disruption; AID 623870; inhibition, % at 9.99 µM; Q9Y6A5; AlphaScreen His-ARNT PAS-B/GST-TACC3 binding, luminescence; TACC3 fragment carries E629A point mutation; 0.66% of 390,000 active;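 active = mean inhibition of replicates at least 50% and at least half of replicates each reaching 50%; inconclusive = half or more replicates reach 50% but mean below 50%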;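 note: 0% = complete ARNT plus TACC3 wells and 100% = ARNT alone without TACC3; many hits fall short of the cut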
EWS-Fli block: inhibitors of EWS/Fli oncoprotein transcriptional activity. A673 NR0B1-luciferase reporter, viability-normalised. 0.67% of 350,000 active. inhibition, % at 12.6 µM;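 active = mean inhibition of at least 50% after viability correction, with every replicate also passing that limit; inconclusive = mean reaches 50% but only one of two replicates passes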;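 note: firefly luciferase signal divided by Alamar Blue viability fluorescence both relative to DMSO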
GSIS activator: GLuc luminescence reporter in INS-1E cells, primary screen for activators of glucose-dependent secretion of insulin; INS-1E GLuc reporter insulin secretion, 2-3 h; activation, % at 16.6 µM; 0.61% of 370,000 active;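 active = lowest replicate activation of at least 40%, so every replicate reaches that level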;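 note: 0% = median of neutral control wells and 100% = median of IBMX positive control wells; some compounds called inactive have numbers as strong as hits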
ERp5 inh: inhibitors of human ERp5; Q15084; ERp5 insulin aggregation, absorbance 650 nm, 90 min; inhibition, % at 9.99 µM; 0.05% of 350,000 active; AID 651711;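 active = mean replicate inhibition above about 25%, with every replicate also reaching it, limit read from the data, passing the limit was not always enough; inconclusive = only one of those two criteria met; inactive = neither criterion met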
Target sequence (Q15084 whole entry, looked up): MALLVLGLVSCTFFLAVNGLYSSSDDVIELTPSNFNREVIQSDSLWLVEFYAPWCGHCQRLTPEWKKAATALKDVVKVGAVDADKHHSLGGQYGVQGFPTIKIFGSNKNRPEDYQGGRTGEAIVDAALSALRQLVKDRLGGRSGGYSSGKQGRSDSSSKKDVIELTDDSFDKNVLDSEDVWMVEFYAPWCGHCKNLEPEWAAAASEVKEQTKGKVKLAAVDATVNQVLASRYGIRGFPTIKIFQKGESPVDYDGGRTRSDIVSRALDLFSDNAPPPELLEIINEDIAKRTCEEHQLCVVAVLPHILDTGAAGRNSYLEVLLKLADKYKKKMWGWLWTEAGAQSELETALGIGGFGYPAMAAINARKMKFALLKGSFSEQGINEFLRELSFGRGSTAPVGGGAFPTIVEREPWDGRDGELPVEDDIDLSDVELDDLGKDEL
Xi reactivation: X-chromosome reactivation activator; XiGFP mouse fibroblasts, % GFP-positive cells imaging, 3 d; cells co-treated with 5-aza-dC sensitizer; scaled so ellipticine positive control = 100%; 0.055% of 360,000 active; activation, % at 7.58 µM;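 active = mean normalized replicate activation at least 10% and every replicate at or above 10%; inconclusive = only one of the two criteria met; inactive = mean below 10% and not all replicates reach 10%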;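 note: 0% = median of on-plate neutral control wells and 100% = ellipticine 6 µM median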
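Schedule: 3 d treatment, 15 min room-temperature fixation; system: 68-5-11 XiGFP fibroblast line; buffer or medium: DMEM plus 5-aza-dC sensitizer; control set: ellipticine 6 µM positive control; compound: one concentration, pinned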
CFTR F508del cor: CFTR F508del correction in bronchial cells | activity (quench increase), % at 7.58 µM | CFBE cells, YFP halide quenching; stimulated with forskolin plus potentiator P3; % fluorescence drop versus neutral controls | 0.36% of 350,000 active;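 active = mean added fluorescence quench of at least 8% versus neutral control, with both replicates also reaching 8%; inconclusive = only one of the mean or replicate conditions met; inactive = mean below 8% and not both replicates reaching 8%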;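 note: cells transiently co-express mutant CFTR-F508del with the halide-sensitive YFP; corrector assay measuring rescue of mutant channel to the surface after 24 h compound exposure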
PAX8 reporter: inhibitors of PAX8 transcriptional activity in RMG-I cells. RMG-I TPO-luciferase reporter, SteadyGlo, 24 h. inhibition, % at 12.6 µM. 1.2% of 360,000 active. AID 652154;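 active = mean replicate inhibition at least 60% with every replicate also reaching 60%; inconclusive = only one of the two criteria is met; inactive = mean below 60% and not all replicates reaching 60%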;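 note: luciferase light reporting Pax8 driven TPO promoter activity; plate controls were median of neutral control wells for no effect and mitoxantrone controls for full effect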
DENV2 CPE rescue: DENV2-induced cell death inhibition. DENV2-infected cells, cytopathic effect rescue, plate reader. CPE inhibition, % at 9.99 µM. 1.7% of 350,000 active. AID 651640; in the data active = CPE inhibition above about 20%, passing the limit was not always enough; inconclusive = no clear call, values can overlap the other calls; tested in BHK-21 cells;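 note: 0% = median of neutral control wells and 100% = median of positive control wells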
Active calls of the source: *; ? = inconclusive; · = no result given; & = joins results of further samples.

Start of the data: the first 2 entries, ahead of the listing:
item	Structure	DENV2 CPE rescue	GSIS activator	PAX8 reporter	CFTR F508del cor	ERp5 inh	ARNT-TACC3 inh	Xi reactivation	EWS-Fli block
1	CC[C@H](C)C1NC(=O)[C@H](CC(=O)O)NC(=O)c2cc([N+](=O)[O-])cc(I)c2NCCC(C(N)=O)NC1=O (stereo partly drawn)	-3	·	-13	3.2	-7	-8	0.1	-5
2	O=C(COC(=O)Cc1ccccc1)NCc1ccc2c(c1)OCO2	-4	5	·	2.0	-6	·	0.1	5

This part in full (from the top)
item	Structure	DENV2 CPE rescue	GSIS activator	PAX8 reporter	CFTR F508del cor	ERp5 inh	ARNT-TACC3 inh	Xi reactivation	EWS-Fli block
1	CC[C@H](C)C1NC(=O)[C@H](CC(=O)O)NC(=O)c2cc([N+](=O)[O-])cc(I)c2NCCC(C(N)=O)NC1=O (stereo partly drawn)	-3	·	-13	3.2	-7	-8	0.1	-5
2	O=C(COC(=O)Cc1ccccc1)NCc1ccc2c(c1)OCO2	-4	5	·	2.0	-6	·	0.1	5
3	COc1ccccc1C(CNC(=O)c1cccc(S(=O)(=O)Nc2ccc(C)cc2)c1)N1CCCC1 (stereo not drawn)	-8	-21	·	0.1	1	5	0.0	-2
4	CSCCC1NC(=O)N(CC(=O)Nc2ccc(-c3ccccc3)cc2)C1=O (stereo not drawn)	8	-3	-36	-1.8	4	0	-0.2	-32
5	COc1ccc(S(=O)(=O)N(C)C[C@H]2Oc3ccc(NC(=O)CCC(F)(F)F)cc3CC(=O)N([C@@H](C)CO)C[C@@H]2C)cc1	9	14	-7	0.7	2	-10	0.0	-171
6	CCCNC(=O)[C@@H]1[C@@H](CO)[C@@H]2Cn3c(cccc3=O)[C@@H]2N1Cc1ccccc1Cl	0	3	·	·	2	0	0.1	-2
7	Oc1cc(O)c(CN2CCOCC2)cc1CN1CCOCC1	4	-14	-6	-1.9	4	·	0.3	1
8	O=C(O)Cn1cc(C(=O)C(F)(F)F)c2ccccc21	-6	8	8	-2.0	0	1	0.0	-1
9	CCCN1CCN(C(=O)C2CCCN(c3ncnc4c3nc3n4CCCCC3)C2)CC1 (stereo not drawn)	-5	20	-4	-1.4	3	1	0.0	6
10	CC1(Oc2cccc(C#N)c2)CCN(Cc2ccc(-c3ccccn3)cc2)C1 (stereo not drawn)	-5	-19	20	-0.7	0	·	0.1	3
11	COc1ccc(S(=O)(=O)Nc2ccc3c(c2)C(=O)N([C@H](C)CO)C[C@@H](C)[C@@H](CN(C)Cc2ccncc2)O3)cc1	6	0	7	1.6	2	-4	-0.1	8
12	Nc1cc2c(cc1Cl)-c1ccc(Cl)cc1C2	?	·	-97	1.8	4	·	0.1	-34
13	CCN(CC)CCNC(=O)c1ccc(Cl)c(S(=O)(=O)Nc2ccc(Cl)cc2)c1	-3	-1	·	-0.9	-5	-2&-7	-0.1	-2
14	CC(=O)Nc1ccc(C2=NN(C)C(=NCc3ccccc3)SC2)cc1	2	-11	3	-2.6	-2	9	0.0	5
15	Cc1ccc(/C=C/C(=O)NCC2COc3ccccc3O2)o1 (stereo not drawn)	·	-20	-18	3.7	8	-13	0.0	-1

The last two records of the part above come first, to join the parts.
item	Structure	DENV2 CPE rescue	GSIS activator	PAX8 reporter	CFTR F508del cor	ERp5 inh	ARNT-TACC3 inh	Xi reactivation	EWS-Fli block
14	CC(=O)Nc1ccc(C2=NN(C)C(=NCc3ccccc3)SC2)cc1	2	-11	3	-2.6	-2	9	0.0	5
15	Cc1ccc(/C=C/C(=O)NCC2COc3ccccc3O2)o1 (stereo not drawn)	·	-20	-18	3.7	8	-13	0.0	-1
16	CCNC(=O)C[C@H]1CC[C@@H]2[C@H](COC[C@@H](O)CN2C(=O)Nc2c(C)noc2C)O1	-5	2	7	1.1	-3	3	0.0	-4
17	CN(Cc1ccccc1NS(=O)(=O)c1ccc2ccccc2c1)C1CCCCC1	-2	-24	11	-3.0	2	-2	0.1	-2
18	Cc1cc(N2CCN(C)CC2)nc2ccc(NC(=S)N3CCN(c4ccc(F)cc4)CC3)cc12	-5	-29	-26	-1.2	5	9	0.1	12
19	CCOc1ccc(OCCCC(=O)ON=C(N)c2ccccc2Cl)cc1	?	-14	-8	1.6	1	5	0.2	-4
20	Cc1ccc(NC(=O)C(=O)NCC2CCCN2S(=O)(=O)c2cccs2)c(C)c1 (stereo not drawn)	18	-22	-3	-0.2	-5	2	0.2	7
21	O=C(CN(Cc1ccc(F)cc1)C(=O)CCC(=O)Nc1nccs1)NCC1CCCO1 (stereo not drawn)	-3	22	-21	-0.6	-2	8	-0.1	·
22	CCOCc1cc(CN2CCC(CCC(=O)NC3CC3)CC2)ccc1OC	5	-13	2	-1.5	0	-8	0.1	15
23	CCN(Cc1nc(-c2ccc(OC)c(OC)c2)no1)C(=O)c1ccc2c(c1)OCO2	2	39	-9	0.8	5	2	0.0	-2
24	CCC(=O)N1C[C@@H](C)[C@@H](OC)CN(C)C(=O)c2ccc(NC(=O)COC)cc2OC[C@@H]1C	-2	2	-2	-0.2	3	1	-0.1	5
25	N#Cc1nc(-c2cccc3ccccc23)oc1N	·	·	-37	0.3	4	-4	0.1	-13
26	Cc1ccc(NC2CCCN(C(=O)c3cccnc3)C2)cc1C (stereo not drawn)	8	16	1	-3.1	-2	·	0.1	-2
27	COc1ccccc1CN1[C@@H]2CNC[C@H]1C2c1ccc(-c2cccnc2)cc1 (stereo partly drawn)	7	11	4	1.2	·	·	0.0	-1
28	O=C(OCc1cn([C@H]2C[C@H](c3ccc(Cl)cc3)N(CC3CCCCC3)C[C@@H]2O)nn1)c1ccccc1	1	-19	0	2.4	4	·	-0.1	1
29	COCCNC(=O)c1cnn2c(C(F)F)cc(-c3ccc(C)cc3)nc12	3	-5	19	-1.6	-10	2	0.3	2
30	COc1ccc2c3c(n(C)c2c1)[C@@H](CO)N(C(=O)CN(C)C)CC31CCN(C(=O)CN(C)C)CC1	4	9	·	-0.7	-5	·	0.2	-9

The list goes on:
item	Structure	DENV2 CPE rescue	GSIS activator	PAX8 reporter	CFTR F508del cor	ERp5 inh	ARNT-TACC3 inh	Xi reactivation	EWS-Fli block
31	COCC(=O)N1CCCC(CNS(=O)(=O)c2ccc(OC)cc2)C1 (stereo not drawn)	-6	·	2	1.1	-2	-13	-0.1	11
32	C[C@@H]1CCCCO[C@@H](CN(C)Cc2ccc(C(=O)O)cc2)[C@H](C)CN([C@H](C)CO)C(=O)c2cc(NS(=O)(=O)c3ccc(F)cc3)ccc2O1	?	9	4	-0.6	1	-7	-1.2	-10
33	CC(C)(O)CCc1c(-c2ccc(O)cc2O)oc2c3c(cc(O)c2c1=O)OC(C)(C)C=C3	-8	·	·	1.9	7	-26	·	17
34	CC1CCC(C(C)C)C(OC(=O)C[n+]2cc(-c3ccc(Cl)cc3)n3c2CCCCC3)C1 (stereo not drawn)	0	111*	102*	·	2	·	0.0	49
35	CCCNC(=O)CCc1c(C)nc2nc(C)nn2c1C	0	-4	0	-6.6	-3	-17	0.0	1
36	CCOC(=O)c1c(C)[nH]c(C)c1C(=O)COC(=O)c1ccc(OC)cc1	4	-4	-19	-3.9	-4	2	0.1	15
37	Cc1cccc(C)c1NC(=O)C(c1ccccc1OC(F)(F)F)N1CCN(c2ccc(F)cc2)CC1 (stereo not drawn)	7	-2	-12	-1.3	4	·	·	9
38	CCN(CC)c1ccc(/C=N/N2CC(=O)NC2=S)cc1	1	9	-18	2.0	5	7	-0.1	-4
39	COCC#Cc1ccc(CC[C@H]2O[C@H]3CC[C@@H](CO)O[C@H]3C[C@H]2NC(=O)Nc2c(C)noc2C)cc1	5	·	12	-0.4	2	·	·	-3
40	c1ccc(CSCc2nc3ccccc3[nH]2)cc1	·	-3	-42	·	·	-7	0.1	·
41	Cc1cccc(-n2c(-c3ccco3)n[nH]c2=S)c1	·	-8	2	·	·	-1	-0.1	·
42	Cc1cc(F)ccc1S(=O)(=O)Nc1ccc(C(=O)N(C)Cc2ccco2)cc1	2	-13	0	-2.2	5	·	0.0	13
43	C=CCOc1ccc(/C=C/C(=O)OCC(=O)N(C)C2CCS(=O)(=O)C2)cc1 (stereo not drawn)	1	-2	3	4.5	2	-2	0.0	2
44	CCc1ccc(OCCn2cccn2)cc1	5	19	0	·	-2	-5	0.6	-4
45	COC(=O)c1ccc(NC(=O)CNc2ccccc2)cc1	-7	-5	2	1.2	0	15	0.0	-8

Entries of single compounds, quoted from the list:
Profile of CCCNC(=O)CCc1c(C)nc2nc(C)nn2c1C : DENV2 CPE rescue: 0; GSIS activator: -4; PAX8 reporter: 0; CFTR F508del cor: -6.6; ERp5 inh: -3; ARNT-TACC3 inh: -17; Xi reactivation: 0.0; EWS-Fli block: 1
Profile of CC1CCC(C(C)C)C(OC(=O)C[n+]2cc(-c3ccc(Cl)cc3)n3c2CCCCC3)C1 (stereo not drawn) : DENV2 CPE rescue: 0; GSIS activator: 111*; PAX8 reporter: 102*; CFTR F508del cor: ·; ERp5 inh: 2; ARNT-TACC3 inh: ·; Xi reactivation: 0.0; EWS-Fli block: 49

Next results
item	Structure	DENV2 CPE rescue	GSIS activator	PAX8 reporter	CFTR F508del cor	ERp5 inh	ARNT-TACC3 inh	Xi reactivation	EWS-Fli block
46	Oc1ccc(N=Nc2ccccc2C(F)(F)F)c2cccnc12	-5	7	92*	1.2	-1	-20	0.1	3
47	COc1cc(NC(=O)c2cc3c(CO)cnc(C)c3oc2=Nc2cccc(C(N)=O)c2)cc(OC)c1	6	·	8	0.7	-1	3	0.2	14
48	Cc1noc(C)c1S(=O)(=O)N(C)C[C@@H]1Oc2c(NS(=O)(=O)c3ccccc3)cccc2C(=O)N([C@H](C)CO)C[C@@H]1C	1	23	-16	0.4	0	-5	-0.1	-9
49	O=C(CC1Sc2ccccc2NC1=O)NNc1cc(Cl)ccc1Cl (stereo not drawn)	8	-8	·	-1.7	-5	-18	0.6	-3
50	C/C=C/c1cnc2c(c1)C(=O)N([C@@H](C)CO)C[C@H](C)[C@@H](CN(C)C(=O)Nc1ccc(C(F)(F)F)cc1)O2	-6	-18	·	0.0	14	-6	0.1	12
51	COc1ccc(NC(C)C(=O)N/N=C/c2ccc([N+](=O)[O-])s2)cc1 (stereo not drawn)	-2	-9	12	-2.0	-8	7	0.0	14
52	C/C(=N\Nc1cccc2cccnc12)c1ccccn1	-2	2	-63	1.9	0	6	0.4	61*
53	O=S(=O)(N[C@@H]1CC[C@H](CCn2cc(C3CC3)nn2)O[C@@H]1CO)c1ccc(Cl)cc1	-4	20	14	-0.7	0	·	0.0	-2
54	Cc1ccc(C(=O)N2CCN(c3ncccn3)CC2)cc1	10	13	-9	-1.5	1	-9	0.2	2
